D1 mod: D1 dopamine receptor (human) allosteric modulation; P21728; HEK293 D1, CRE-luciferase, dopamine EC30 potentiation; actives deviate in either direction; B-score at 10 µM; 58,000 compounds, 5.9% hits;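 active = luminescence count or its row- and column-corrected plate score outside the 99.7% band of the plate's sample wells, on either side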
Target sequence (P21728 whole entry, looked up): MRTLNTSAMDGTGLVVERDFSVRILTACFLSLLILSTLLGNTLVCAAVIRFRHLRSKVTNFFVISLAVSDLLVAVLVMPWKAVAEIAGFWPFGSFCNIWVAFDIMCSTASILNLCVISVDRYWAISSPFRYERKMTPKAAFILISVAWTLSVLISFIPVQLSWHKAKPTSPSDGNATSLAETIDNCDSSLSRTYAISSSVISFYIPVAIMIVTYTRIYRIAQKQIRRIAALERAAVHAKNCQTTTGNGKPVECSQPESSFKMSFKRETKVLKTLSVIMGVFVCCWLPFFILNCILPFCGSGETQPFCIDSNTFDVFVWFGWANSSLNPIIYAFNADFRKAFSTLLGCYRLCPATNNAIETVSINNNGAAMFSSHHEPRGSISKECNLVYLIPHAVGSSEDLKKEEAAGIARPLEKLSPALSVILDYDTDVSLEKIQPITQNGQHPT
FXIIa mix inh: factor XIIa (human) inhibition, mixture screen; inhibition, % at 5 µM; purified FXIIa, fluorogenic substrate, pooled mixtures; 62,000 compounds, 0.2% hits; P00748; in the data active = inhibition above about 20%, passing the limit was not always enough;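 note: 0% = enzyme without compound and 100% = no enzyme blank; some results filed as inactive read as strong as hits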
Cdc25B inh: inhibitors of human Cdc25B phosphatase | inhibition, %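 (compounds tested at 10 µM final in the well)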 | 65,000 compounds, 0.1% hits | P30305 | recombinant Cdc25B, OMFP fluorescence Ex485/Em525 | AID 368; in the data active = inhibition above about 50%
TNAP act DEA: activates human TNAP at intermediate phosphate acceptor concentration. purified TNAP, CDP-star luminescence, 100 mM DEA, 30 min; hits give high values; scale: 0 levamisole-inhibited, 1 vehicle-only enzyme. 64,000 tested, under 10 active. activation factor at 20 µM;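 active = activation factor of at least 2 at 20 µM, relative to controls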
Hsp90 inh: displaces geldanamycin probe from tumor Hsp90 | inhibition, % at 30 µM | 64,000 compounds, 0.35% hits | NCI-N417 lysate Hsp90, Cy3B-geldanamycin FP displacement | P07900 | AID 429;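 active = inhibition above 50%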;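 note: 0% = tracer plus lysate wells and 100% = tracer alone without lysate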
Her2 expr inh: lowers expression of human Her2 kinase; AID 645; P04626; HER2 level % of control, % at 10 µM; 65,000 compounds, 0.69% hits; SKBR-3 HER2 protein level, AlphaScreen, 18-24 h; hits give low values;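 active = HER2 level under 5% of the carrier-only control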;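 note: 100% = DMSO carrier and 0% = 500 nM PU-H71 HSP90 inhibitor; lower value means stronger loss of Her2 protein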
MKP-1 inh: inhibitors of human MKP-1 phosphatase; P28562; recombinant MKP-1, OMFP hydrolysis fluorescence; inhibition, %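 (compounds tested at a single concentration somewhere between 10 and 100 µM)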; 65,000 compounds, 0.15% hits;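 active = inhibition above about 50%, limit read from the data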;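 note: 0% = DMSO max control wells and 100% = wells with enzyme stopped by NaOH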
SF-1 act: SF-1 (human) activation. Q13285. CHO-K1 Gal4-SF-1 LBD luciferase reporter; % increase over DMSO SF-1-specific signal. activation, % at 10 µM. 65,000 compounds, 1.9% hits;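 active = activation above the mean activation of all tested compounds plus 3 SD, cut at about 50% in these data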
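System: CHO-K1 cells with Gal4–hSF-1 LBD chimera plus Gal4-driven luciferase; quantity: 4,000 CHO-K1 cells per well; compound: one dose, 10 µM compound, 1% DMSO; times: 20 h compound treatment, 37 °C; measured by: SteadyLite luciferase luminescence; read-out: percent activation versus DMSO; benchmarks: DMSO and mock-transfected background; replicates: one test per compound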
RORa activator: activates the human nuclear receptor RORA | 65,000 compounds, 1.5% hits | CHO-K1 Gal4-RORA LBD luciferase reporter, luminescence; percent increase over mock-subtracted basal signal | P35398 | activation, % at 10 µM | AID 560;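 active = activation above the mean of all tested compounds plus 3 SD, cut at about 49% in these data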;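 note: 0% = DMSO-treated RORA cells and 100% = added signal equal to DMSO minus mock-transfected cells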
Target sequence (P35398 whole entry, looked up, the tested form may be a part): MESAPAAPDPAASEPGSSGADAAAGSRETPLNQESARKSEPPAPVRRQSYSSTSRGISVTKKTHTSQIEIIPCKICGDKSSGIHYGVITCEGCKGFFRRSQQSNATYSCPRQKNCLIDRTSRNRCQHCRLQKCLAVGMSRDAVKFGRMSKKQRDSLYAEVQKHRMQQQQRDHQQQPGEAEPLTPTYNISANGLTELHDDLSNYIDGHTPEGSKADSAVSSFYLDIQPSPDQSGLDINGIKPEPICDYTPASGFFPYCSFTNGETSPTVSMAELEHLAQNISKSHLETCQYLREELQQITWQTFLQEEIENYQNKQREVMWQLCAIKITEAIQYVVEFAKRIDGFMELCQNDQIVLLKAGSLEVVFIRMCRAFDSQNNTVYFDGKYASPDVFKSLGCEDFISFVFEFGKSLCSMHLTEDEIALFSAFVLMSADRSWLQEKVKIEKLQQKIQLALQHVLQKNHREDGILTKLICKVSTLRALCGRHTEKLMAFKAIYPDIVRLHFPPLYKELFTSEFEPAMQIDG
Starred values were filed as active, the others as inactive; x = not tested or not shown.

canonical_smiles | D1 mod | FXIIa mix inh | Cdc25B inh | TNAP act DEA | Hsp90 inh | Her2 expr inh | MKP-1 inh | SF-1 act | RORa activator
O=C(NCc1ccc(Cl)cc1)C1C2C=CC3(CN(Cc4cccnc4)C(=O)C13)O2 (configuration not stated) | -1.3 | 4 | -6 | 0.9 | 3 | 73 | 25 | -11 | -4
Cc1nn(-c2cc(C)c3ccccc3n2)c2c1CCC2 | 0.18 | x | -4 | x | 1 | 128 | -11 | 23 | -3
O=P(O)(CCc1ccccn1)CN1CCCCC1 | -0.42 | x | -2 | 1 | -1 | 81 | 6 | 31 | 4
C=CCn1c(SCC(=O)c2ccc(NS(=O)(=O)c3ccccc3)cc2)nnc1-c1cccs1 | x | x | -11 | 0.8 | -4 | 82 | 17 | 2 | 15
CCOC(=O)C(C(=O)N1CCOCC1)C1CCCCC1 (configuration not stated) | -0.23 | 7 | -3 | 0.9 | -5 | 87 | 6 | 16 | 9
COc1cc2nc(C)sc2cc1SC | 2.7 | -7 | -18 | 0.9 | -3 | 87 | -9 | -12 | 0
O=S(=O)(Nc1cccc(-c2nc3cccnc3s2)c1)c1ccc2c(c1)OCCO2 | 4.6* | -16 | 3 | 0.9 | -2 | 82 | 12 | 18 | -7
O=C(Nc1ccc(Cl)cn1)c1ccc(COCC(F)(F)C(F)F)o1 | 0.56 | 10 | 0 | 0.9 | -3 | 100 | 4 | 14 | 2
CCN(Cc1ccccc1)C(=O)Cn1c(=O)n(CC(=O)NCc2ccco2)c(=O)c2sccc21 | x | 4 | -1 | 0.9 | 0 | 100 | 5 | 7 | 22
C=CCN1C(=O)C2(C(C#N)=C(N)Oc3n[nH]c(CCC)c32)c2ccccc21 (configuration not stated) | 0.57 | 10 | -3 | 0.9 | 0 | 95 | 10 | 2 | 22
O=c1sc2ccccc2n1COc1ccccc1 | 0.0059 | 10 | -12 | 0.9 | -2 | 125 | -7 | 9 | 2
CCNC(=O)c1ccc2c(c1)S(=O)(=O)c1ccccc1C2=O | 0.86 | -20 | 1 | 0.9 | -2 | 95 | 4 | 8 | 1
CC(C)c1ccccc1OCCNS(C)(=O)=O | -0.33 | -1 | 0 | 1 | -3 | 128 | 12 | -20 | 0
O=C(OCCN1C(=O)c2ccccc2C1=O)C1CCN(S(=O)(=O)c2cccs2)CC1 | x | -25 | -6 | 0.9 | x | 186 | 3 | -10 | 4
COc1cc(C2Nc3cccc4cccc(c34)N2)ccc1OC(C)=O | -0.18 | -5 | -13 | 0.8 | 30 | 32 | 35 | -34 | -19
CCn1c(SCC(=O)NC)nnc1C(C)C | 1.8 | 7 | -14 | 0.9 | -5 | 88 | 3 | 5 | -18
N#Cc1nc(Cc2ccccc2)oc1NCc1ccccc1Cl | 12* | 3 | -11 | 0.8 | -3 | 104 | 7 | 21 | 10
CCOc1cc(C2C(C#N)=C(N)Oc3n[nH]c(C)c32)ccc1OCCN1CCOCC1 (configuration not stated) | -0.87 | 5 | 3 | 0.9 | -1 | 140 | -12 | -3 | 6
COc1ccccc1C(=O)Nc1c2c(nn1-c1cccc(C)c1C)CS(=O)(=O)C2 | 6.6* | 13 | 5 | 0.9 | 4 | 30 | 12 | -5 | -20
CC(C)NS(=O)(=O)c1ccc2c(c1)oc(=O)n2C | x | 5 | -3 | 1 | -3 | 80 | 6 | -14 | -8
CCC(=NC(CC)CO)C1=C(O)CC(C)(C)CC1=O (configuration not stated) | x | x | 1 | 0.8 | 0 | 92 | -13 | -8 | 3
Cn1cccc1/C=N/n1cnnc1 | x | x | -35 | 0.8 | -2 | 102 | -32 | 13 | -7
Cc1cnc(NC(=O)c2c(O)c3cccc4c3n(c2=O)CCC4)s1 | 0.11 | 6 | 6 | 0.9 | 0 | 71 | -3 | 3 | -12
Cc1cc(C(=O)N2CCN(c3ncccn3)CC2)c(C)o1 | 0.42 | 2 | -17 | 0.9 | -3 | 90 | 1 | -7 | -4
Cc1ccc(NC(=O)N2CCCN(Cc3ccc(F)cc3)C2)cc1C | -0.64 | 4 | 9 | 1 | 2 | 72 | -1 | -15 | 19
NC(=O)c1ccsc1NC(=O)COC(=O)c1ccccc1NCc1ccco1 | x | 4 | 7 | 1 | -8 | 91 | -9 | 40 | 24
CCC(C(=O)N1CC2(C)CC1CC(C)(C)C2)N1C(=O)c2ccccc2C1=O (configuration not stated) | 0.13 | 8 | -4 | 0.9 | 2 | 72 | 9 | -7 | -11
COC(=O)c1cccc(NS(=O)(=O)c2cccs2)c1C | 0.15 | -15 | 10 | 1 | -3 | 96 | 3 | 18 | -11
CCn1c(SCC(=O)Nc2cccc(F)c2)nnc1-c1cc2cc(Br)ccc2o1 | -1.2 | 10 | -5 | 0.9 | -3 | 84 | 9 | -4 | 1
Cc1nn(Cc2ccc(C(=O)NC(C)(C)C)o2)c(C)c1Br | -0.59 | 2 | 6 | 1 | -3 | 95 | 5 | -39 | -22
CC(C)(C)n1ncc2c(=O)n(CC(=O)N3CCN(c4ccccc4)CC3)cnc21 | 0.4 | 7 | -12 | 0.9 | -5 | 77 | 2 | -7 | -9
COc1cccc(-c2nn(-c3ccccc3)cc2C(=O)Nc2nccs2)c1 | 0.17 | -4 | -9 | 1 | -3 | 67 | 5 | -6 | -11
COC(=O)CCP(=O)(O)Cc1ccccc1CP(=O)(O)CCC(=O)OC | 0.36 | 4 | 5 | 1 | -3 | 111 | 14 | 4 | 0
O=C(Nc1ccc(S(=O)(=O)N2CCCC2)cc1)C1COc2ccccc2O1 (configuration not stated) | 0.45 | 2 | -8 | 0.9 | -3 | 96 | 7 | 7 | -26
CCSc1nc2c(c(=O)[nH]c(=O)n2C)n1C | x | -26 | -3 | 0.9 | 3 | 102 | 20 | -30 | 5
CN(C)c1ccc(C(CC(=O)O)NC(=O)c2ccc(Cl)cc2)cc1 (configuration not stated) | 18* | 5 | 2 | 0.9 | -1 | 120 | 7 | -12 | -3
COc1ccc(C)cc1N(CC(=O)O)S(=O)(=O)c1ccc(C)cc1 | 1.3 | -1 | -8 | 1 | -3 | 103 | 4 | -8 | 9
Cc1ccccc1OCc1nc2c3cnn(C)c3ncn2n1 | 0.21 | 3 | -11 | 0.7 | -1 | 138 | 5 | 37 | 50*
O=C(CSc1nc(-c2ccco2)cc(C(F)(F)F)n1)N1CCSCC1 | 0.48 | x | -16 | x | -4 | 87 | 5 | -10 | 8
Clc1cccc(N2CCN(Cc3nc(-c4ccccc4)no3)CC2)c1 | -0.43 | -19 | -12 | 0.8 | 1 | 110 | -13 | -17 | -4
CCOc1cccc(-c2nnc3sc(-c4cc(OC)c(OC)cc4OC)nn23)c1 | 1 | 5 | 1 | 0.9 | -2 | 77 | -10 | 12 | -4
CCCOC(=O)Nc1ccc(N2CCCCC2)cc1 | -4.1 | 10 | 2 | 0.9 | -2 | 113 | 13 | 3 | 8
CS(=O)(=O)N(CC(=O)N1CCN(c2ccccc2)CC1)c1cc(C(F)(F)F)ccc1Cl | -0.95 | 6 | -16 | 0.9 | x | 71 | 9 | x | x
CCOC(=O)CNC(=O)CN1C(=O)CCSc2ccccc21 | x | 1 | -1 | 0.9 | 1 | 106 | 4 | -16 | -13
COc1ccc2oc(=O)c(-c3nnc(NCc4ccco4)s3)cc2c1 | 0.49 | -6 | -7 | 0.9 | 1 | -11* | 16 | 81* | 80*
O=C(CCN1C(=O)COc2ccccc21)NCCN1CCOCC1 | 1.2 | 3 | -3 | 0.9 | -4 | 70 | 12 | 3 | -11
CC(C)C(=O)Nc1c2c(nc3c1CCC3)CCCC2 | -0.44 | 13 | 5 | 0.9 | -3 | 125 | -25 | 10 | -8
COCCOC(=O)C1=C(C)NC(=O)NC1C1CC=CCC1 (configuration not stated) | 0.47 | 0 | -4 | 1 | -1 | 117 | 1 | -7 | 0
COc1ccccc1-c1nc2s/c(=C\c3cccs3)c(=O)n2n1 | 0.25 | 11 | 0 | 0.8 | -4 | 40 | 0 | -4 | -35
COc1cccc(N(CC(=O)Nc2ccccc2C)S(C)(=O)=O)c1 | 0.59 | 3 | -9 | 0.9 | -2 | 96 | 20 | -8 | 29

New compounds follow
canonical_smiles | D1 mod | FXIIa mix inh | Cdc25B inh | TNAP act DEA | Hsp90 inh | Her2 expr inh | MKP-1 inh | SF-1 act | RORa activator
O=C1C=C(NC2CC2)C2(CCCCC2)O1 | 1 | 1 | -3 | 1 | -1 | 90 | -4 | -12 | 13
CCOC(=O)N1CCN(Cc2cc(=O)oc3ccc4ccccc4c23)CC1 | 0.46 | -11 | -11 | 0.9 | -10 | 92 | -2 | -4 | 9
COc1ccc(N2CCN(C(c3ccco3)c3sc4nc(C)nn4c3O)CC2)cc1 (configuration not stated) | 0.67 | x | 12 | x | 2 | 78 | -1 | 12 | -7
Cc1cnc(-c2nnc(N(C)C(=O)c3ccncc3)s2)cn1 | -0.89 | 0 | -15 | 0.9 | -3 | 86 | 3 | 0 | 8
CC(C)NC(=O)C1(O)c2ccccc2NC(=O)N1c1ccc(Cl)c(Cl)c1 (configuration not stated) | 1 | -1 | -12 | 0.9 | x | 64 | 12 | 8 | -16
O=C(Nc1nonc1NC(=O)C1CCCCC1)C1CCCCC1 | 17* | 0 | -13 | 1 | -8 | 102 | 3 | -15 | -12
CCN1CCN(c2ccc(NC(=O)COc3ccccc3Cl)cc2)CC1 | -5* | -1 | 2 | 0.9 | -11 | 98 | 2 | -12 | 2
COc1ccc(C2C3=C(OC(C)=O)c4ccccc4C3=Nc3c2c(=O)n(C)c(=O)n3C)cc1 (configuration not stated) | -0.26 | 8 | 3 | 0.8 | -1 | 77 | 2 | 7 | 2
CC1CC(C)CN(S(=O)(=O)c2ccc(NC(=O)C3COc4ccccc4O3)cc2)C1 (configuration not stated) | -0.9 | 19 | -5 | 0.9 | -2 | 64 | 0 | 0 | -8
COc1ccc(C(C)NC(=O)C2C(=O)NC3(C)CC2c2ccccc2O3)cc1 (configuration not stated) | -0.0012 | 6 | -2 | 1 | -1 | 90 | -7 | 1 | 0
Cc1cc(C)n(CCOc2nonc2N)n1 | x | 10 | -7 | 1 | -1 | 89 | 28 | -10 | 10
CC1(C)Cc2c(sc3nc(NCCN4CCOCC4)n4ncnc4c23)CO1 | 1.2 | 4 | 3 | 1 | -5 | 92 | -10 | -2 | 10
O=C(O)CCN1C(=O)CC2(CCCCC2)C1=O | -0.17 | 7 | 6 | 0.9 | -2 | 104 | 4 | 0 | -5
COCc1cc(C)nc(N2CCN(c3ccccc3)CC2)c1C#N | 2.6 | 7 | -40 | 0.9 | -3 | 151 | 4 | 10 | 4
